NCI-60 one-dose screen, 48 h, at 10 µM unless noted. Numbers give growth in % (100 = growth as untreated, 0 = no growth, -100 = all killed).
K-562: K-562 leukemia | AID 1794777 | hit rate 7.4% among 78,000
MDA-MB-231: MDA-MB-231 breast cancer; AID 1794789; hit rate 5% among 81,000
MDA-MB-468: MDA-MB-468 breast cancer; hit rate 8.5% among 78,000; AID 2202374
T-47D: T-47D breast cancer; hit rate 5% among 79,000
MCF7: MCF7 breast cancer; hit rate 6.3% among 82,000; AID 1794796
HS 578T: HS 578T breast cancer | AID 1794788 | hit rate 4.1% among 78,000
BT-549: BT-549 breast cancer; hit rate 4.4% among 78,000; AID 1794793
SR: SR leukemia cells; hit rate 8.7% among 73,000; AID 1794780
The depositor's hits bear a star; . = not tested or not shown; & = joins results of further samples; ! = a repeat was not active. Rule for the calls: active = growth percent below 10; inactive = the rest.

The line under a structure holds: BT-549, K-562, HS 578T, MDA-MB-468, T-47D, SR, MCF7, MDA-MB-231
(1) CCCCNC(c1ccc(N(CC)CC)cc1)C(Br)(Br)Br (configuration not stated)
    120, 76, 107, 98, 76, 84, 88, 104
(2) CC(=O)N1N=C(c2ccc(Nc3nc(Nc4ccc(F)cc4)nc(Nc4ccc(Cl)cc4)n3)cc2)CC1c1ccc(N(C)C)cc1 (configuration not stated)
    70, 24, 25, 56, 24, -9.7*, 30, 51
(3) COc1cccc(OC)c1-c1nnn(C)c1C(=O)N1CCN(c2ccc([N+](=O)[O-])cc2Cl)CC1
    97, 115, 88, 99, 99, 113, 91, 98
(4) NC(=O)NO
    42&110, 77&113, -25*!, 109, 47&107, 55, 65&97, 84&99
(5) NCCCCCCCCN
    112, 112, 115, 124, 94, ., 110, 115
(6) O=C(CCCOc1ccc(Br)cc1)Nc1ncc(Cc2ccc(F)cc2)s1
    82, 37, 74, 57, 58, 23, 24, 79
(7) CC(=O)Oc1cccc2c1C(=O)C1CC=CC(OC(C)=O)C1C2=O (configuration not stated)
    93, 91, 109, 110, 96, 77, 94, 99
(8) Cc1cc2nnc3ccccc3n2n1
    84, 74, 177, 99, 92, ., 118, 102
(9) O=c1[nH]c2ccc(Br)cc2o1
    100, 117, 126, 96, 89, 118, 103, 93
(10) Cc1ccc(CNc2ccc([N+](=O)[O-])cc2)cc1
    89, 51, 101, 95, 73, 80, 92, 97
(11) NS(=O)(=O)c1ccc(-n2c(=O)c3cc4c(=O)n(-c5ccc(S(N)(=O)=O)cc5)c(=O)c4cc3c2=O)cc1
    111, 108, 87, 95, 101, 107, 98, 106
(12) COc1ccc(-c2nc(SCC(C)C)nc(N/N=C(/C)c3cccc(OC)c3)c2C#N)cc1
    98, 80, 69, 92, 76, 73, 86, 75
(13) COc1ccc(/C(=C\c2ccc3c(c2)OCO3)C(=O)Nc2nc3ccc(OC)cc3s2)cc1
    99, ., 106, 107, 81, 75, 100, 88
(14) COc1cc(OC)c(S(=O)(=O)NNC(=O)c2ccncc2)cc1C(=O)/C=C/c1ccccc1
    48, 60, 92, 35, 63, 13, 24, 77
(15) CCOc1ccc(Br)cc1/C=N\N=C\c1cc(Br)ccc1OCC
    108, 95, 143, 128, 93, 92, 101, 108

(further entries)
The line under a structure holds: BT-549, K-562, HS 578T, MDA-MB-468, T-47D, SR, MCF7, MDA-MB-231
(16) CCC(=O)Nc1ccc(OCc2nnc(-c3ccc(OC)cc3)o2)c(F)c1
    93, 107, 105, 88, 98, 89, 93, 92
(17) Cc1cccc[n+]1CC(=O)c1ccc(Br)cc1
    101, 108, 109, 106, 92, 106, 97, 101
(18) COc1ccc(-n2c(-c3ccc(NC(=O)CCCl)cc3)nnc2-c2cc(OC)c(OC)c(OC)c2)cc1
    67, 50, 56, -11*, 25, 6.1*, 23, 53
(19) O=c1oc2cc(O)ccc2cc1-c1c[nH]c2ccccc12
    61, 50, 86, 72, 78, 75, 82, 71
(20) CC1(C)C(C#N)C(=O)N=C(N)C1C(N)=O (configuration not stated)
    89, 106, 110, 104, 106, 106, 96, 92
(21) CC[C@]1(C#N)C(=O)C[C@H]2[C@H]1N(C(c1ccccc1)c1ccccc1)C(=O)C(=O)N2c1cccc(C2(C)OCC(C)(C)CO2)c1
    100, 95, 102, 97, 84, 123, 94, 107
(22) CCC(O)C(=O)O (configuration not stated)
    101, 118, 116, 102, 98, 103, 101, 95
(23) O=C1c2c(O)cccc2[C@@H](O[C@@H]2O[C@H](CO)[C@H](O)[C@@H](O)[C@H]2O)c2cc(CO)cc(O)c21
    107, ., 105, 113, ., 105, 103, 103
(24) Cc1ccc(C)c2c1SC1=NNC(Nc3ccc(Cl)cc3)=C(C#N)C(=N)N12
    108, 94, 126, 107, 82, 98, 93, 92
(25) COc1ccc(Nc2nc(NS(=O)(=O)c3ccc(C)cc3)nc(-c3ccc(Cl)cc3)c2C#N)cc1
    ., ., 104, 114, 98, ., 89, 102
(26) CNc1cc(Nc2ccc(CC(=O)Nc3cc(C(C)(C)C)nn3C)cc2)ncn1
    66, 63, 87, 57, 59, 42, 56, 78
(27) Cn1cc(-c2nn3cc(-c4ccc(F)cc4)nc3s2)c2ccccc21
    104, 82, 90, 112, 69, 89, 75, 85
(28) CCOC(=O)C1=C(C)NC(=O)NC1c1c(Cl)n(C)c2ccccc12 (configuration not stated)
    107, 111, 103, 121, 111, 95, 98, 109
(29) COC(=O)CNC(=O)C1CSC2(C(=O)N(C)c3ccccc32)N1C(=O)C1CCCCC1 (configuration not stated)
    98, ., 95, 100, 114, 98, 94, 111
(30) COC(=O)C1C(OC)=CC(=O)C2CCCCC21 (configuration not stated)
    119, 99, 111, 109, 95, 102, 97, 104

At a glance, 15 of the compounds above:
The line under a structure holds: BT-549, K-562, HS 578T, MDA-MB-468, T-47D, SR, MCF7, MDA-MB-231
(16) CCC(=O)Nc1ccc(OCc2nnc(-c3ccc(OC)cc3)o2)c(F)c1
    93, 107, 105, 88, 98, 89, 93, 92
(17) Cc1cccc[n+]1CC(=O)c1ccc(Br)cc1
    101, 108, 109, 106, 92, 106, 97, 101
(18) COc1ccc(-n2c(-c3ccc(NC(=O)CCCl)cc3)nnc2-c2cc(OC)c(OC)c(OC)c2)cc1
    67, 50, 56, -11*, 25, 6.1*, 23, 53
(19) O=c1oc2cc(O)ccc2cc1-c1c[nH]c2ccccc12
    61, 50, 86, 72, 78, 75, 82, 71
(20) CC1(C)C(C#N)C(=O)N=C(N)C1C(N)=O (configuration not stated)
    89, 106, 110, 104, 106, 106, 96, 92
(21) CC[C@]1(C#N)C(=O)C[C@H]2[C@H]1N(C(c1ccccc1)c1ccccc1)C(=O)C(=O)N2c1cccc(C2(C)OCC(C)(C)CO2)c1
    100, 95, 102, 97, 84, 123, 94, 107
(22) CCC(O)C(=O)O (configuration not stated)
    101, 118, 116, 102, 98, 103, 101, 95
(23) O=C1c2c(O)cccc2[C@@H](O[C@@H]2O[C@H](CO)[C@H](O)[C@@H](O)[C@H]2O)c2cc(CO)cc(O)c21
    107, ., 105, 113, ., 105, 103, 103
(24) Cc1ccc(C)c2c1SC1=NNC(Nc3ccc(Cl)cc3)=C(C#N)C(=N)N12
    108, 94, 126, 107, 82, 98, 93, 92
(25) COc1ccc(Nc2nc(NS(=O)(=O)c3ccc(C)cc3)nc(-c3ccc(Cl)cc3)c2C#N)cc1
    ., ., 104, 114, 98, ., 89, 102
(26) CNc1cc(Nc2ccc(CC(=O)Nc3cc(C(C)(C)C)nn3C)cc2)ncn1
    66, 63, 87, 57, 59, 42, 56, 78
(27) Cn1cc(-c2nn3cc(-c4ccc(F)cc4)nc3s2)c2ccccc21
    104, 82, 90, 112, 69, 89, 75, 85
(28) CCOC(=O)C1=C(C)NC(=O)NC1c1c(Cl)n(C)c2ccccc12 (configuration not stated)
    107, 111, 103, 121, 111, 95, 98, 109
(29) COC(=O)CNC(=O)C1CSC2(C(=O)N(C)c3ccccc32)N1C(=O)C1CCCCC1 (configuration not stated)
    98, ., 95, 100, 114, 98, 94, 111
(30) COC(=O)C1C(OC)=CC(=O)C2CCCCC21 (configuration not stated)
    119, 99, 111, 109, 95, 102, 97, 104

Next section:
The line under a structure holds: BT-549, K-562, HS 578T, MDA-MB-468, T-47D, SR, MCF7, MDA-MB-231
(31) Cn1c(=O)c2c(nc(CO)n2C)n(C)c1=O
    ., 100, 100, 99, 89, 94, 96, 107
(32) COc1ccc(C(=O)c2ccccc2)c(O)c1O
    87, 32, 113, 68, 97, 33, 87, 100
(33) Cc1cc(NS(=O)(=O)c2ccc(NC3=C(Cl)C(=O)c4ncccc4C3=O)cc2)no1
    132, ., 107, 99, 100, ., 96, 103
(34) CCOC(=O)CC(CC(=O)OCC)(OC(C)=O)C(=O)OCC
    107, 111, 109, 90, 108, 99, 99, 113
(35) COc1ccc(C(=O)C/C(=C\c2cc(OC)c(OC)c(OC)c2)C(=O)NCc2ccccc2)cc1
    107, 100, 95, 83, 53, 86, 84, 87
(36) NCCNc1ccnc2cc(Cl)ccc12
    ., 95, 91, 76, 102, 78, 93, 97
(37) COc1ccccc1/C=C1\COc2ccc(O)c(O)c2C1=O
    24, 2.9*, 10, 13, 12, 8.0*, 15, 17
(38) N#Cc1c2c(nn(-c3ccccc3)c1=O)C(O)=C([N+](=O)[O-])C(c1ccc(Cl)cc1)C2 (configuration not stated)
    110, ., 98, 100, 63, ., 79, 68
(39) COc1cc([C@@H]2c3cc4c(cc3C(OC3O[C@@H]5COC(C)O[C@H]5[C@H](O)[C@H]3O)C3COC(=O)[C@@H]32)OCO4)cc(OC)c1O (some centres not stated)
    31, 31, 59, -31*, 24, -3.8*, 22, 78
(40) COc1ccccc1/C=C/C(=O)/C=C/c1ccccc1O
    -34*, -6.3*, -41*, -56*, -37*, -61*, -19*, 4.6*
(41) COc1ccc(CCN2C(=O)/C(=C/c3ccc(C4Oc5ccccc5C5CC(c6ccc(C)cc6)=NN54)cc3)SC2=S)cc1 (configuration not stated)
    111, 107, 86, 103, 109, 119, 96, 93
(42) Cc1cccc(C)c1[C@@H]1C[C@@](C)(O)[C@H]2CC[C@H](C)C[C@@H]2O1
    96, 105, 105, 111, 98, 93, 104, 96
(43) CCCCCn1cnc2c(=S)nc(N)[nH]c21
    135, 92, 105, 129, 93, 98, 111, 102
(44) Cc1c2cccnc2c(C)c2c1c1ccccc1n2C
    82, 67, 87, 47, 65, 30, 40, 57
(45) COc1cccc(/C(C)=N/NC(=O)CSc2nc3ccccc3c(=O)n2Cc2ccc(S(N)(=O)=O)cc2)c1
    106, 94, 81, 81, 90, 91, 90, 75

Next entries
The line under a structure holds: BT-549, K-562, HS 578T, MDA-MB-468, T-47D, SR, MCF7, MDA-MB-231
(46) C=C(C)[C@@H]1CC[C@]2(C(=O)N3CCN(C)CC3)CC[C@]3(C)[C@H](CC[C@@H]4[C@@]5(C)Cc6c([nH]c7ccccc67)C(C)(C)[C@@H]5CC[C@]43C)[C@@H]12
    100, 66, 86, 95, 89, 54, 87, 92
(47) Nc1cccc(/C=C/c2ccncc2)c1
    79, 112, 112, 100, 101, ., 97, 101
(48) CCN(CC)CCCC(C)Nc1cc(-c2cccc(OC(F)(F)F)c2)nc2ccc(N3CCCC3)cc12 (configuration not stated)
    79, -46*, -22*, -56*, -19*, -32*, -10*, -50*
(49) COc1ccc(/C=N/NC(N)=O)cc1
    107, 99, 103, 93, 97, 98, 95, 104
(50) C#CCOc1ccccc1C(Nc1cc(C)ccc1C)c1nnnn1C1CCCCC1 (configuration not stated)
    98, 53, 91, 72, 73, 78, 82, 79
(51) Cc1c/c(=N\NC(=O)Nc2ccc(Br)cc2)oc2cc(O)ccc12
    97, 98, 102, 104, 95, 104, 100, 95
(52) O=C1/C(=C/C=C/c2ccc(F)cc2)Cc2c(Br)cccc21
    105, 105, 102, 87, 73, 93, 43, 88
(53) CCCCCCC(=O)OCC1CCCO1 (configuration not stated)
    103, 98, 104, 103, 93, 96, 102, 103
(54) CCOC(=O)c1nc(Oc2ccc(NC(=O)Nc3cccc(C)c3)cc2)c2ccccc2n1
    104, 97, 98, 91, 106, 81, 92, 94
(55) COc1cc(-c2cc(-c3nc4ccc(F)cc4[nH]3)[nH]n2)cc(OC)c1OC
    6.6*, 0.7*, ., 17, -21*, 13, 9.1*, 49
(56) Cc1occc1-c1nc2s/c(=C/c3ccc(-c4cc(C(F)(F)F)ccc4Cl)o3)c(=O)n2n1
    108, 105, 98, 108, 93, 101, 90, 104
(57) O=NN(CCCl)C(=O)NC1CCCCC1
    102&121, 149, 104&103, 106&99, 102&101, 96&64, 101&108, 125&100
(58) CC(C)(C)c1ccc2c(c1)CN(Cc1ccc(Cl)cc1)CO2
    77, 87, 101, 91, 98, 89, 93, 101
(59) Fc1ccc(CSc2nnc(-c3cccs3)n2-c2ccccc2)cc1
    114, 82, 99, 62, 85, 92, 92, 92
(60) O=C1COCCN1c1ccc(Nc2nc(Nc3ccc(N4CCOCC4=O)cc3)nc(OCCCl)n2)cc1
    97, 108, 118, 93, 89, 98, 90, 113

Following part.
The line under a structure holds: BT-549, K-562, HS 578T, MDA-MB-468, T-47D, SR, MCF7, MDA-MB-231
(61) Nc1[nH]c(=O)[nH]c(=O)c1NCc1ccccc1
    113, 117, 130, 94, 97, 102, 99, 104
(62) C=CCc1cc2c(cc1COCCOCCOCCCC)OCO2
    105, 101, 103, 86, 90, 99, 94, 88
(63) Cc1cc(OC(=O)CSc2nc3ccccc3s2)nc2[nH]c(=O)sc12
    110, 95, 93, 105, 98, ., 96, 110
(64) CN(C)CCOc1nc2ccccc2c2c1-c1ccc(Cl)cc1C2=O
    52, -30*, -13*, -51*, 12, -6.4*, -39*, 15
(65) O=S(=O)(c1ccccc1)N1CCN(c2nc(-c3ccccc3)nc3nc(-c4ccccc4)oc23)CC1
    121, 98, 117, 126, 102, 98, 96, 95
(66) Cc1noc2cccc(O)c12
    106, 108, 101, 103, 89, 92, 108, 104
(67) CC1(C)CC[C@]2(C(=O)O)CC[C@]3(C)C(=CCC4[C@@]5(C)C[C@@H](O)[C@@H]6OC(c7cccc(Br)c7)OC[C@@]6(C)C5CC[C@]43C)C2C1 (some centres not stated)
    44, 16, 65, 24, 39, 31, 19, 71
(68) O=C(Nc1cccc([N+](=O)[O-])c1)c1cc2ccccc2cc1O
    -7.4*, -9.4*, 6.1*, -43*, 3.7*, 49, -4.9*, -43*
(69) CC(C)OCCCNC1=C(Cl)C(=O)c2ccccc2C1=O
    99, 92, 101, 84, 80, 85, 81, 99
(70) Cc1cc(N)c2cc(NC(=O)CCCCCCCC(=O)Nc3ccc4nc(C)cc(N)c4c3)ccc2n1
    81, 70, 107, 101, 60, 60, 30, 66
(71) CCCc1oc(C)cc1CC
    109, 100, 104, 112, 113, 99, 96, 117
(72) S=C(Cc1ccccc1)N1CCOCC1
    128, 109, 135, 116, 114, 125, 106, 113

Bioassay records (PubChem BioAssay)
